TRHR agonist – agonists of human TRH receptor | actives 0.18% (n = 360,000) | AID 493084 | TRHR cells, calcium flux fluo-8, FDSS agonist mode | activation, % at 2 µM | P34981; in the data active = activation above about 30%; note: 0% is about no effect
Target sequence (P34981 whole entry, looked up): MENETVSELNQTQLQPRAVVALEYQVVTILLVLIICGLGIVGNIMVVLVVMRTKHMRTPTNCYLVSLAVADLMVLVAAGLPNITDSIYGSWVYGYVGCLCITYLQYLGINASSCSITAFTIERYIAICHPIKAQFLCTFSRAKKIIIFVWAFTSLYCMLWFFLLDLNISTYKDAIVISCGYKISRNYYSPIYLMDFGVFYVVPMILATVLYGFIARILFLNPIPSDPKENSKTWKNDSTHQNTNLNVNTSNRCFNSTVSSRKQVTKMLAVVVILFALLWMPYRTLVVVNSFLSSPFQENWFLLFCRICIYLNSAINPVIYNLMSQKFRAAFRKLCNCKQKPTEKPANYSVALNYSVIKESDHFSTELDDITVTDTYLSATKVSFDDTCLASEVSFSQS
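TRHR-expressing cells loaded with fluo-8 calcium dye; 23 nL library compound pin-transferred, kinetic FDSS fluorescence (Ex 480/Em 530) recorded about 180 s for agonist-induced calcium release, before a 10 nM TRH EC20 addition for potentiator mode.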
Pol kappa inh – DNA polymerase kappa (human) inhibition | Potency, µM (series often up to 107 µM), for the others: at the top dose activity, negative = inhibition, usual class: inhibitors | purified Pol kappa, fluorescent DNA synthesis assay, 10 min | actives 0.53% (n = 400,000); note: potency is the fitted concentration of half-maximal effect; % is set by controls: 0 for no effect and ±100 for the full control effect
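Kinetic fluorescence screen: compound preincubated 15 min RT with 10 nM enzyme; 50 nM substrate (final) initiates; reads at 0/10 min.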
Pol iota inh – blocks human DNA polymerase iota activity; Q9UNA4; Pol iota fluorescent replication assay, 10 min; Potency, µM (titrated, usually from 115 µM), inactives show at the top dose activity, negative = inhibition, most hits filed as inhibitors; actives 1% (n = 390,000); AID 588590; note: potency is the fitted concentration of half-maximal effect
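Fluorescent replication assay read twice, at 0 min and 10 min after adding 50 nM (final) substrate. Enzyme (10 nM) and compounds were first incubated 15 min at room temperature; enzyme-free buffer wells were negative controls.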
ERG Ets-DNA blk – inhibitors of human ERG Ets domain-DNA interaction; AID 624246; fluorescence polarization, His-ERG Ets domain / labelled DNA; P11308; Potency, µM (top dose mostly 76.9 µM), for inactives: at the top dose FP activity, negative = inhibition, usual class: inhibitors; actives 0.028% (n = 370,000); active = well fitted inhibition curve with a large enough effect in the polarisation, with a control signal flat; inconclusive = small, poorly fitted or top-dose-only effect, or effect the other way, or a change in a side signal; inactive = no such curve, though single readings can be large or run the other way; the % refers to the polarisation;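 note: polarization taken with two DNA probes labelled with fluorescein and Texas red; potency is the fitted concentration of half-maximal effect; % of control where 0% means no effect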
Target sequence (P11308 whole entry, looked up, the tested form may be a part): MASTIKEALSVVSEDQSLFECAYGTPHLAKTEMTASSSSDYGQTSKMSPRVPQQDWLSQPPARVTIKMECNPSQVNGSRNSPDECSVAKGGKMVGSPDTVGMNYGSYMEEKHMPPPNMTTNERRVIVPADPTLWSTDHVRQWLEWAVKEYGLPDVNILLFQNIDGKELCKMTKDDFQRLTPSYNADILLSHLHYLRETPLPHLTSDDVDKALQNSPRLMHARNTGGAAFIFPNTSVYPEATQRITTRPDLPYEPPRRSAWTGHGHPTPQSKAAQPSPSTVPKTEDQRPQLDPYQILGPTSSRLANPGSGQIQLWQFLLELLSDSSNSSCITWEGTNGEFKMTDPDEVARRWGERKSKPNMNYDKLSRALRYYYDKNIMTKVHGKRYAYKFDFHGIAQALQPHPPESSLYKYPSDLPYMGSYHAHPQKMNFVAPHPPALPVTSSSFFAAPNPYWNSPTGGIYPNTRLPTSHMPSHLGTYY
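His-tagged ERG Ets domain (1 uM in the protein solution; 300mM KCl, 50mM Tris-HCl, 1mM EDTA, 1mM DTT, pH 7.5) received compound, then a probe mix of 5 nM fluorescein-DNA and 100nM Texas-615-DNA. Fluorescence polarization was read for both dyes.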
APEX1 inh – inhibitors of human APE1 endonuclease; P27695; recombinant APE1, TAMRA/BHQ-2 abasic DNA cleavage fluorescence; Potency, µM (series often up to 65.8 µM), for the others: at the top dose activity change, negative = inhibition, hits mostly inhibitors; actives 0.35% (n = 350,000); AID 2517;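 note: potency is the fitted concentration of half-maximal effect; plate controls were vehicle for no effect and reference inhibitor for full effect; nearly all actives have a fitted effect of over 55% in size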
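APE1 at 0.75 nM preincubated 15 min at room temperature with compound. Reaction then started with 50 nM double-stranded THF-abasic substrate labelled with TAMRA/BHQ-2, and 525/598 nm fluorescence read kinetically. Activity taken as third-minus-first read difference, normalized to DMSO and NSC13755 controls.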
Anesthetic bind – binds horse apoferritin like a general anesthetic | P02791 | apoferritin/1-aminoanthracene competitive binding, fluorescence | Potency, µM (doses to about 77.5 µM), inactives show top-dose activity change, negative = displacement, usual class: inhibitors | actives 0.074% (n = 350,000) | AID 485281; note: potency is the fitted concentration of half-maximal effect; % is set by controls: 0 for no effect and ±100 for the full control effect; nearly all actives have a fitted effect of over 20% in size
Target sequence (P02791 2-175 limits assumed): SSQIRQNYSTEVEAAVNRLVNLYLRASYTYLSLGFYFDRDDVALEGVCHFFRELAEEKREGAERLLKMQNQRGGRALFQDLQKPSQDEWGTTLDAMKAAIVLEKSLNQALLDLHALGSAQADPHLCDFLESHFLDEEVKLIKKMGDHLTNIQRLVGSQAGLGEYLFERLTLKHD
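Apoferritin-based anesthetic binding model; compound displacement of fluorescent 1-AMA measured as endpoint fluorescence after 10 minutes at room temperature, scaled to free-ligand and complex controls.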
ALOX12 inh – inhibitors of human 12S-lipoxygenase ALOX12; purified 12hLO, xylenol orange hydroperoxide absorbance; Potency, µM (top dose mostly 108 µM), for inactives: top-dose activity change, negative = inhibition, usual class: inhibitors; actives 1.1% (n = 580,000); note: potency is the fitted concentration of half-maximal effect; % is set by controls: 0 for no effect and ±100 for the full control effect
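Purified human 12hLO (150 nM final) in 25 mM Hepes, 0.01% Triton X-100, pH 7.0 was preincubated 15 min at room temperature with compound. Then 40 uM arachidonic acid was added, 30 min. Hydroperoxide was read by Fe-XO absorbance ratio 573/405 nm.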
BLM inh – Bloom syndrome helicase (human) inhibition. P54132. recombinant BLM DNA unwinding, fluorescence dequenching. Potency, µM (titrated, usually from 56.1 µM), for inactives: top-dose activity change, negative = inhibition, usual class: inhibitors. actives 0.2% (n = 350,000);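 note: potency is the fitted concentration of half-maximal effect; plate controls were vehicle for no effect and no enzyme for full effect; nearly all actives have a fitted effect of over 35% in size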
POLB inh – blocks human DNA polymerase beta activity; actives 1.3% (n = 340,000); Pol beta primer extension/strand displacement, fluorescence kinetic; Potency, µM (titrated, usually from 114 µM), inactives show top-dose activity change, negative = inhibition, hits mostly inhibitors; note: potency is the fitted concentration of half-maximal effect; % is set by controls: 0 for no effect and ±100 for the full control effect
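Pol beta (10 nM) and compounds were preincubated 15 min at room temperature, then 50 nM substrate (final) started primer extension/strand displacement. Reads were taken at 0 and 10 min; concentration-response data were fitted to a four-parameter Hill equation.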
Numbers without * were called inactive; ? = inconclusive; . = no result given; & = joins results of further samples; [ ] = remark or other dose. Unless noted, calls come from the whole dose curve; as a rule, active = well fitted curve in the direction sought with a large enough effect; inconclusive = small, poorly fitted or top-dose-only effect, or another doubt; inactive = no such curve, though single readings can be large; an effect the other way counts as inactive or inconclusive. An excerpt, so the mix of outcomes need not match the whole.

Each structure is followed by: Pol iota inh, POLB inh, TRHR agonist, BLM inh, APEX1 inh, Pol kappa inh, ALOX12 inh, Anesthetic bind, ERG Ets-DNA blk
> O=C(Nc1ccc(Br)cc1F)C1CC(=O)N(C2CCCCC2)C1 (stereo not drawn)
    -3.6%, -13.4%, -0.4, 4.5%, -5.1%, -18.4%, 0.0%, -13.3%, -2.4%
> CSc1nnc(C)c(=O)n1COC(=O)c1ccc(S(=O)(=O)N2CCOCC2)cc1
    14.9%, 2.1%[57.1 µM], 0.0, 6.6%, 1.2%, -5.4%, 4.1%, -1.3%, -2.2%
> Cc1ccccc1CS(=O)(=O)c1snnc1C
    10.0%, 24.9%, -1.6, -3.1%, -4.0%, -5.6%, ?, ?, 5.9%
> C#CCOCCOCCOCCNc1nc(N2CCN(C(=O)[C@H](CCCN=C(N)N)n3cc(C(N)[C@@H](C)CC)nn3)CC2)nc(N2CCN(C(=O)[C@H](CCC(=O)O)n3cc([C@@H](N)CCCCN)nn3)CC2)n1 (stereo partly drawn)
    16.1%, ., ., ., -2.0%, -10.6%, 2.2%, ., -7.1%
> Cc1c(NC(=O)c2nn3c(C(F)(F)F)cc(-c4ccccc4)nc3c2Cl)c(=O)n(-c2ccccc2)n1C
    66.2%[activator], 5.1%, 1.4, -10.0%, 18.7%, -3.9%, ?, 3.0%, 15.8%
> Cc1ccccc1CN1CCCN(CC(=O)Nc2ccc(F)cc2)S1(=O)=O
    1.6%, 2.3%, -0.5, -1.8%, ., 23.6%, -13.8%, 5.8%, 5.6%
> CCOC(=O)N1CCN(C(=O)C2CCCN(S(=O)(=O)c3ccccc3)C2)CC1 (stereo not drawn)
    26.2%, 13.5%, 1.5, 0.6%, 2.8%, 0.5%, 2.3%, -1.7%, 9.0%
> CC(C)Cc1cc(C(=O)Nc2ccccc2)c2ccccc2n1
    102.3%[activator], 5.9%, -0.1, -7.2%, 24.7%, 0.7%, ?, -19.3%, 9.5%
> N#CCNC(=O)C1c2ccccc2Oc2ccccc21
    82.3%[activator], 7.9%, -0.4, 2.3%, -1.5%, -1.3%, -11.2%, 1.4%, -9.7%
> CC(=O)Nc1ccc(S(=O)(=O)n2nc(-c3ccc(C)cc3)nc2N)cc1
    4.1%, 6.1%, 0.0, -4.0%, ?, -17.4%, 34.7%[activator], -7.6%, -6.8%
> CCOC(=O)C1CCN(c2c(NCCN3CCCCC3C)c(=O)c2=O)CC1 (stereo not drawn)
    12.9%, 1.7%, 0.6, 1.6%, -0.9%, 6.5%, -0.4%, -3.9%, 1.0%
> Cc1ccccc1C(=O)O/N=C(\N)c1ccc([N+](=O)[O-])cc1
    -4.2%, 0.3%, -0.3, -3.8%, 9.2%, -6.5%, 22.2%, -15.8%, -9.0%
> O=S(=O)(Nc1ccccn1)c1ccc(Cl)c2ccccc12
    7.1%, 0.9%, 0.2, 0.1%, 5.3%, -2.9%, -8.4%, -10.0%, 3.4%
> O=c1c2c3c(sc2nc2n1CCC2)CCC3
    5.5%, -0.6%, 0.0, -2.3%, -2.7%, -1.1%, 0.0%, -11.7%, -23.3%
> COC(=O)c1cc2oc3ccccc3c2n1CC(=O)Nc1ccc(OC)c(OC)c1
    27.8%, 31.1%, 0.3, -7.3%, ., 6.8%, ?, -3.9%, -5.3%
> O=C(O)CCCNS(=O)(=O)c1ccccc1
    -0.6%, 9.6%, 0.0, 1.2%, 15.4%, 0.0%, 0.0%[57.4 µM], -7.1%, -3.6%
> CC(C)C(NC(=O)C(NC(=O)C1O[C@@H]2OC(C)(C)O[C@@H]2[C@H]2OC(C)(C)O[C@@H]12)C(C)C)C(=O)O (stereo partly drawn)
    ?, 1.4%, 0.8, 1.6%, -9.6%, -5.2%, -21.8%&-6.7%, 0.3%, 8.4%
> COc1ccc(CNC(=O)CN2CCN(c3ccccc3O)CC2)cc1OC
    9.4%, -1.8%, 0.5, -0.5%, 26.7%, -0.1%, 2.1%, -5.7%, -2.8%
> CN(C)c1nc(N/N=C/c2ccccc2O)nc(Nc2ccc(F)cc2)n1
    68.1%[activator], ?, -0.1, ?, -9.4%, ?, -10.9%, -5.9%, 19.6%
> CC(=O)OCCc1c2ccccc2c(CCCN(C)C)c2ccccc12
    17.3%, ., ., ., ., 3.5%, 9.5%, ., 5.7%
> COc1cc2c3c(c1)/C(=C1/SC(=S)NC1=O)C(=O)N3C(C)(C)C=C2C
    14.0%, 15.3%, 0.0, 3.6%, 11.4%, 2.5%, -18.8%, -8.9%, 2.3%
> CCOC(=O)N1CCN(Cc2nc3cc(NC(=O)CC)ccc3n2CC)CC1
    -3.1%, 13.0%, 1.1, -1.6%, 1.5%, -9.8%, ?, 4.0%, -1.2%
> Cc1csc(N(C(=O)c2ccccc2F)c2ccccc2)n1
    34.2%[activator], -0.8%, -2.1, -2.1%, -8.4%, -6.7%, -3.7%, -13.9%, 2.5%
> O=C(COC(=O)CSc1ccc2ccccc2c1)NCc1ccc2c(c1)OCO2
    8.1%, 79.2%, 0.3, -6.9%, ?, -5.5%, -0.2%, -5.6%, 3.9%
> Cc1cc(Cl)ccc1NC(=O)CN1CCN(C(=O)c2ccco2)CC1
    37.3%[activator], 19.9%, -0.5, -0.2%, 24.4%, -10.0%, -12.2%, -3.6%, -2.7%
> COc1ccc(N2CCN(C(=O)COC(=O)[C@@H](NC(=O)OCc3ccccc3)C(C)C)CC2)cc1
    34.6%[activator], ., ., ., ., -22.8%, ?, ., -10.9%
> CC(C)c1c(C(=O)N/N=C/c2cccc(OCc3ccccc3)c2)nnn1-c1nonc1N
    13.4%, -17.0%, 0.6, -9.3%, -7.0%, -4.3%, 5.6%, -13.2%, -1.2%
> CCc1ccccc1NC(=O)c1cc(S(=O)(=O)N2CCc3ccccc32)cn1C
    15.3%, -11.5%, -0.3, -2.5%, 4.8%, 5.3%, 3.3%, -5.0%, -5.0%
> CCC(=O)N1CCc2cc(S(=O)(=O)NC(Cc3ccccc3)C(=O)Nc3ccccc3C)ccc21 (stereo not drawn)
    -8.9%, 5.3%, -1.3, -7.7%, ., -16.5%, -0.5%, -7.8%, ?
> CN(C)C/C(Cl)=C(\Cl)c1ccccc1
    7.9%, -22.5%, -0.2, 1.0%, 2.7%, -1.3%, ?, ?, 12.9%

Going on with the list:
Each structure is followed by: Pol iota inh, POLB inh, TRHR agonist, BLM inh, APEX1 inh, Pol kappa inh, ALOX12 inh, Anesthetic bind, ERG Ets-DNA blk
> CCCCOc1ccc(NC(=O)Cn2c(=O)ccc3c(C)cc(C)nc32)cc1
    15.8%, 2.5%, -0.3, -1.5%, -7.6%, -3.6%, -9.7%, 4.6%, -3.9%
> CCn1c(SCC(=O)Nc2ccc3c(c2)OCO3)nnc1-c1ccccc1O
    20.4%, 12.1%, -0.9, -5.2%, 0.8%, 2.3%[60.1 µM], -2.0%, 1.8%, .
> CCc1ccc(Nc2n[n+](C)c(-c3ccncc3)s2)cc1
    ?, 11.3%, -0.2, -2.8%, 1.9%, -8.4%, ?, -14.3%, -6.7%
> FC(F)(F)c1nc(Oc2ccccc2)c2ccccc2n1
    -6.3%, -1.6%, -0.2, 0.1%, -3.1%, -8.7%, 42.1%[activator], -12.3%, 2.9%
> COc1ccc(C(C(=O)Nc2ccc(C(C)C)cc2)N(C)C(=O)c2ccc(=O)[nH]c2)cc1 (stereo not drawn)
    9.2%, 2.4%, 0.0, -7.7%, -0.9%, 1.5%, ?, ?, 5.4%
> O=C(Nc1ccon1)c1sc2cc(Cl)ccc2c1Cl
    16.5%, 37.9%, 0.4, -2.8%, -11.0%, 5.8%, 495.0%[activator], -10.5%, -10.0%
> CC(C)c1ccc(Nc2nnc(SCC(=O)NCC3CCCO3)s2)cc1 (stereo not drawn)
    -6.4%, ., ., ., -0.7%, -18.0%, ?, ., -5.9%
> CCCOc1ccc(-c2nc3ccc(Br)cc3c(=O)o2)cc1
    19.9%, 17.6%, -0.4, -1.9%, ., 5.5%, 0.0%, -4.7%, -4.2%
> COc1ccc(CNC(=O)c2oc3c(c2C)-c2nn(Cc4ccccc4Cl)cc2CC3)cc1
    -11.8%, ?, 0.0, -6.3%, ., -20.7%, ?, -0.9%, -5.9%
> CC(Oc1cc2oc(=O)c3c(c2cc1Cl)CCC3)C(=O)N1C[C@H]2C[C@@H](C1)c1cccc(=O)n1C2 (stereo partly drawn)
    11.5%, 8.2%, 0.2, 4.5%, 8.5%, 13.9%, 5.7%, -7.2%, 4.2%
> COc1ccc(Cl)cc1N(C)C(=O)c1cc2c(=O)oc3ccc(C)cc3c2s1
    19.0%, -16.4%, 0.3, -3.2%, ., -5.8%, -12.8%, ?, 4.6%
> COc1ccc(-n2nc(C(=O)N3CCCC(C)C3)c3c4ccccc4n(C)c3c2=O)cc1 (stereo not drawn)
    12.9%, 9.0%, 2.9, -4.3%, ., -13.2%, ?, -9.4%, 5.7%

In a second layout: 3 of the compounds above
mol	Pol iota inh	POLB inh	TRHR agonist	BLM inh	APEX1 inh	Pol kappa inh	ALOX12 inh	Anesthetic bind	ERG Ets-DNA blk
C#CCOCCOCCOCCNc1nc(N2CCN(C(=O)[C@H](CCCN=C(N)N)n3cc(C(N)[C@@H](C)CC)nn3)CC2)nc(N2CCN(C(=O)[C@H](CCC(=O)O)n3cc([C@@H](N)CCCCN)nn3)CC2)n1 (stereo partly drawn)	16.1%	.	.	.	-2.0%	-10.6%	2.2%	.	-7.1%
Cc1c(NC(=O)c2nn3c(C(F)(F)F)cc(-c4ccccc4)nc3c2Cl)c(=O)n(-c2ccccc2)n1C	66.2%[activator]	5.1%	1.4	-10.0%	18.7%	-3.9%	?	3.0%	15.8%
Cc1ccccc1CN1CCCN(CC(=O)Nc2ccc(F)cc2)S1(=O)=O	1.6%	2.3%	-0.5	-1.8%	.	23.6%	-13.8%	5.8%	5.6%
